GALR2 blocker: GALR2 antagonists in receptor-expressing cells, primary screen; Galanin receptor type 2 (Homo sapiens), O43603; antagonist mode; inhibition, % at 4 µM; actives 0.39% (n = 140,000); in the data active = inhibition above about 27%;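 also: cells stimulated with galanin 1-16 at roughly its EC80; 0% = agonist challenge control and 100% = basal control without agonist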
Target sequence (O43603 whole entry, looked up): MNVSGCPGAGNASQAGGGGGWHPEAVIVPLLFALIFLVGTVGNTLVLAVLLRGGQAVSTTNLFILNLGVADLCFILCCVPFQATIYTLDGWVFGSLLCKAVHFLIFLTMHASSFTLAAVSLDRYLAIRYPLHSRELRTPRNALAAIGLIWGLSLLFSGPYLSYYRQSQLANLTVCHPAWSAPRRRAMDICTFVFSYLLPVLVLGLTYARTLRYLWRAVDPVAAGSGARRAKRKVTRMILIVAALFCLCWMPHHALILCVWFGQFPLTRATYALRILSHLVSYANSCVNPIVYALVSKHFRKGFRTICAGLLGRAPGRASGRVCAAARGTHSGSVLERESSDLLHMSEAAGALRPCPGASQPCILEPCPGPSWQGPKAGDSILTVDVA
E-sel TNF inh: E-selectin induction blockers in HUVEC – imaging, immunofluorescence, high content, primary screen. HUVEC TNFa-induced E-selectin immunofluorescence. inhibition, % at 2 µM. actives 0.71% (n = 120,000). AID 1246, 2008;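 active = inhibition above the batch mean plus 3 SD, and confirmed as a hit on visual image review, cut at about 43% in these data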;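 also: 0% = TNF-stimulated DMSO wells and 100% = unstimulated control wells; not every result past the cut was called active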
MRP1 act: H69AR viability gain despite doxorubicin, primary screen, MRP-1 activator project, H69AR cells, CellTiter-Glo; viability rescue; viability increase, % at 10 µM; actives 0.61% (n = 140,000); AID 799, 2007;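 active = viability gain under doxorubicin at or above a set limit, the compound median plus 3 SD, cut at about 4.7% in these data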;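 also: MRP-1 overexpressing cells given doxorubicin 25 µM after compound pretreatment; 18-22 h compound pretreatment then 72 h with doxorubicin before readout; 0% = doxorubicin-only wells and 100% = vehicle-treated cells without doxorubicin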
NPY-Y2 antag: NPY-Y2 receptor antagonists, primary screen, cell-based; Neuropeptide Y receptor type 2 (Homo sapiens), P49146; NPY-Y2 expressing cells, antagonist mode; inhibition, % at 2.7 µM; actives 0.99% (n = 140,000); AID 793, 2007; in the data active = inhibition above about 17%;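 also: 0% = vehicle with agonist challenge and 100% = reference antagonist with challenge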
Target sequence (P49146 whole entry, looked up): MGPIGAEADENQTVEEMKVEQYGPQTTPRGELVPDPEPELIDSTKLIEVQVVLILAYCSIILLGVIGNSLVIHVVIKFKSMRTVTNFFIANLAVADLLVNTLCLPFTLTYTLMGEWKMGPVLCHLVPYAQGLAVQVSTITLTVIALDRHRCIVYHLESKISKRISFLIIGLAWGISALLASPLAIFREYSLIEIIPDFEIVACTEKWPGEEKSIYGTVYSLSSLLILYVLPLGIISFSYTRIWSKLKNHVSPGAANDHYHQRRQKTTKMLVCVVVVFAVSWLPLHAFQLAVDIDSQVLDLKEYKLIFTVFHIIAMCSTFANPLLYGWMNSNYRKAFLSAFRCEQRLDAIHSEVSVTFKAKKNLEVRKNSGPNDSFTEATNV
HCT116 bCat-KO: primary screen for growth suppressors in beta-catenin knockout HCT116 cells (colon tumor, human); HCT116 beta-catenin knockout viability, CellTiter-Glo, 60 h; stronger effect = lower value; viability, % at 10 µM; actives 1.5% (n = 140,000);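 active = viability at or under a set limit, the compound median less 4 SD, cut at about 6% in these data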;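 also: 0% = Hyamine 1622 control at 20 µM and 100% = untreated cell control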
Measles CPE: compounds protecting cells from measles virus cytopathic effect, primary screen, measles RdRp inhibitor project, single point, MLSMR library, absorbance | Measles virus-infected cells, CPE protection | protection (pct of control), % at 4 µM | actives 1.5% (n = 140,000) | AID 841, 2007; in the data active = protection mostly above about 24%, no sharp cut-off; inactive = mostly below about 26%; also: some compounds called inactive have numbers as strong as hits
Yeast life ext: compounds extending yeast replicative lifespan, primary screen, S. cerevisiae, OD615; S. cerevisiae growth with nicotinamide; deaD strain in restrictive glucose medium; inhibition of the nicotinamide effect, % at 10 µM; actives 0.68% (n = 130,000); AID 775, 2007;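 active = inhibition above a set limit, placed 3 SD over the median of all compounds, cut at about 26% in these data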;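 also: 0% = nicotinamide-treated wells and 100% = cells grown without nicotinamide; some compounds called inactive have numbers as strong as hits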
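Material: Modified budding yeast, DeaD strain | Medium: Restrictive glucose medium | Probe or stimulus: 1.5 mM nicotinamide | Dosing: Single dose 10 µM compound, 0.25% DMSO | Times: 48 h at 30 °C | Technique: OD615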
HCT116 PTEN-null: growth suppression of PTEN-null HCT116, primary screen, cell-based, CellTiter-Glo. HCT116 PTEN-null viability, 60 h; stronger effect = lower value. viability, % at 10 µM. actives 1.2% (n = 140,000). AID 827, 2007;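 active = viability at or below a set limit, 4 SD under the median of all tested compounds, cut at about 3.7% in these data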;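 also: PTEN knockout HCT116 line with beta catenin targeted HCT116 as companion control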
Phagocyt inh: inhibitors of macrophage phagocytosis, primary screen, imaging, J774A.1 cells, IgG beads | J774A.1 macrophage IgG-bead phagocytosis | inhibition, % at 5 µM | actives 0.07% (n = 110,000);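 active = inhibition above the mean of the plate negative controls plus 5 SD, cut at about 13% in these data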;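 also: phagocytic index as fraction of beads internalized from green versus red external bead signal; plate controls were DMSO negative control for no effect and cytochalasin-D positive control for full effect; some results beyond the cut were filed as inactive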
Yeast growth inh: growth inhibitors of yeast BB579 in restrictive medium, primary screen, yeast lifespan-shortening project, S. cerevisiae; OD615, 48 h; actives 0.51% (n = 140,000); AID 804, 2007; inhibition, % at 10 µM;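 active = inhibition above a set limit, 3 SD over the mean compound inhibition, cut at about 44% in these data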; also: inactives centre near -24
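Material: Saccharomyces cerevisiae DeaD strain BB579, replicative lifespan model yeast; buffer or medium: CSMM-D restrictive synthetic medium containing dextrose (glucose); compound: 10 µM single dose, DMSO 0.25%; timing: 48 h compound exposure at 30 °C after 4 h preincubation; signal: turbidity as optical density at 615 nm; benchmarks: positive control amphotericin B 10 µg/mL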
* = called active by the depositor; . = no result given; & = joins results of further samples.

SMILES	GALR2 blocker	E-sel TNF inh	MRP1 act	NPY-Y2 antag	HCT116 bCat-KO	Measles CPE	Yeast life ext	HCT116 PTEN-null	Phagocyt inh	Yeast growth inh
CCCC1(c2ccccc2)NC(=O)N(CC(=O)Nc2sc(-c3ccccc3)cc2C(=O)OCC)C1=O (stereo not given)	2	1	-1.6	3	36	14	-9	37	-1	-72
Cc1ccc(C(C(=O)NC2CCCCC2)N(C(=O)Cc2c[nH]c3ccccc23)c2ccccc2)o1 (stereo not given)	6	-6	-1.8	3	62	2	-6	64	.	-1
CN(CC(=O)Nc1cccnc1)S(=O)(=O)c1cc(Cl)ccc1Cl	5	-4	0.0	1	92	4	-4	100	-2	-60
COc1ccc(C2CC(C(F)(F)F)n3ncc(C(=O)Nc4cccc(O)c4)c3N2)cc1OC (stereo not given)	-2	.	-0.1	-2	113	9	-3	87	.	-1
COc1cccc(/C=N/n2c(-c3ccco3)nc3ccccc3c2=O)c1	5	16	-2.5	14	80	18	-6	85	.	-26
Cc1cccc(N(Cc2nnc3n2CCCCC3)C(=O)Nc2ccccc2)c1	7	.	-0.2	0	101	10	-10	112	-1	-33
O=C(NCC(c1cccs1)N1CCOCC1)c1ccco1 (stereo not given)	5	.	-4.3	4	22	24	-22	24	.	-22
COc1ccccc1C(=O)NCC(=O)OCc1ccc(Br)cc1	-5	.	3.1	7	98	9	-8	96	-9	18
COc1ccc(OCC(=O)N/N=C/C=C/c2ccccc2)cc1	8	5	-1.1	9	101	12	-6	91	-6	-15
COc1ccc(NC(=O)c2ccccc2NC(=O)CSc2ccc(Cl)cc2)cc1	0	2	-2.7	2	9	11	-5	7	0	-36
COc1ccc(NC(=O)c2ccccc2NC(=O)COc2ccccc2)cc1	-12	12	-1.8	1	95	5	-12	93	-1	-28
COCC(C)n1c(C)cc(C(=O)CSc2nnc(Nc3ccccc3F)s2)c1C (stereo not given)	-4	-18	-2.0	5	95	24	-28	97	2	-18
Oc1ccc(-c2nc3ncccn3c2Nc2ccc3c(c2)OCCO3)cc1	4	8	-2.8	3	83	4	-7	79	-1	-5
COC(=O)[C@@]1(Cc2ccc(OC)cc2)[C@H]2c3cc(C(=O)N(C)C)n(Cc4ccc(OC(F)(F)F)cc4)c3C[C@H]2CN1C(=O)c1ccccc1	5	-7	-3.9	16	18	15	20	18	.	-35
Cn1cccc1C(=O)NS(=O)(=O)c1ccccc1Cl	-3	11	-1.0	-1	81	2	.	92	.	-1
CN(c1ccc(C(=O)NCc2ccncc2)cc1)S(C)(=O)=O	10	6	0.1	-1	92	5	-11	105	0	-58
C=CCN(c1ccccc1)S(=O)(=O)c1cccc(C(=O)O)c1	1	10	-1.0	3	100	12	4	92	-1	-30
O=C(Cn1nnc2ccccc2c1=O)NC1CCCc2ccccc21 (stereo not given)	-5	4	-3.0	-2	98	13	-15	97	0	-24
O=C(COC(=O)C1CC1)Nc1ccc(OC(F)F)cc1	5	.	0.7	-1	99	5	-15	107&98	0	20
COc1ccc(N(CC(O)CN2C(=O)NC(C)(C)C2=O)S(=O)(=O)c2ccccc2)cc1 (stereo not given)	1	-5	-0.9	6	89	2	0	97	0	-23
Cc1c(NC(=O)CSc2nc3ccc(Cl)cc3[nH]2)c(=O)n(-c2ccccc2)n1C	-3	-5	0.6	-3	91	2	2	96&92	0	-46
Oc1ccc(/C=C/c2nc(-c3ccccc3O)n(-c3ccccc3)n2)cc1	19	-72	-1.4	-1	74	6	-20	70	.	98*
CCCCc1ccc(NC(=O)COc2ccc(C(=O)Nc3ccccc3OCC)cc2)cc1	0	.	0.3	6	89	7	13	96	-1	-42
COC(=O)c1ccccc1NC(=O)NC1CCN(Cc2ccccc2)CC1	2	-14	-4.0	3	108	3	-14	83	-1	0
CCC1CCCCN1Cc1ccc(OC)c(C)c1C (stereo not given)	-6	-3	-1.3	1	87	10	3	82	0	-77
CC(C)(C)C(=O)/C(=C\c1ccc([N+](=O)[O-])cc1)n1cncn1	56*	66*	-8.3	5	1.4*	6	.	1.6*	.	-27
COc1ccc(-c2nc3ccc([N+](=O)[O-])cc3o2)cc1	15	.	-4.9	1	41	8	-2	28	-1	-16
CC(C)c1ccc(NC(=O)C(c2ccccc2)N2CCC3(CC2)OCCO3)cc1 (stereo not given)	6	4	1.1	0	92	14	2	71	-1	-14
Cc1ccc(C(=O)Oc2csc(=S)n2C(=O)c2ccc(C)cc2)cc1	-1	-1	0.1	4	93	15	-10	101	0	8
Cc1ccc(NC(=O)N/C=C/c2ccccc2)cc1	8	5	4.1	-3	108	14	-25	117	-2	5
Cc1cccc(NC(=O)CSc2nnc(-c3ccco3)o2)c1	-1	18	0.1	2	89	6	-9	106	0	-18
CCC(=O)N1CCN(CCN=CC2=C(O)CC(C)(C)CC2=O)CC1	10	-14	-1.0	1	104	14	-6	103	-1	-26
CCOC(=O)c1cnc2c(OC)cccc2c1Nc1ccc2c(c1)OCCO2	15	.	-1.9	2	28	14	5	23	-7	-10
O=C(CNC(=O)c1ccccc1F)N/N=C/c1cc(Br)ccc1OCc1ccccc1	5	.	-3.1	6	21	18	6	12	.	-7
Cc1oc(CC(C)C)cc1C(=O)Nc1cccc2ccccc12	12	-13	-1.8	0	86	37*	-4	88	.	-51
Brc1ccc(-c2nnc(-c3ccccc3Br)o2)cc1	6	-15	2.1	7	103	0	-11	102	1	-13
Cc1ccc(C(=O)Nc2cccc(C(=O)O)c2)cc1S(=O)(=O)N1CCOCC1	-11	3	-2.4	3	93	6	-8	103	-1	-14
Cc1ccc(NC(=O)c2ccc(CSc3ccccn3)cc2)cc1	-5	1	-0.6	-2	86	6	-12	76	.	-27
CCOc1cc(CNn2cn[nH]c2=S)cc(Cl)c1OCc1ccccc1F	-4	-19	-1.8	2	74	22	-3	71	-14	-3
CCOC(=O)c1cc(C)n(-c2c(C)n(C)n(-c3ccccc3)c2=O)c1C	6	-3	-0.1	1	96	7	-5	105	-1	-74
Cc1ccc(CN(C(=O)c2sc3ccccc3c2Cl)C2CCS(=O)(=O)C2)cc1 (stereo not given)	-9	-9	-5.8	7	81	17	.	71	.	-26
CC1(C)CC(=O)C2=C(C1)NC(SCC(=O)Nc1ccccc1)=C(C#N)C2c1ccco1 (stereo not given)	4	-5	-6.2	-1	98	38*	-22	84	1	9
N#C/C(=C\C1CC=CCC1)c1nc2ccccc2[nH]1 (stereo not given)	18	.	-5.3	2	60	9	-12	54	-2	-21
Cc1cccc(N2C(=O)C(Cl)=C(Nc3c(C)n(C)n(-c4ccccc4)c3=O)C2=O)c1C	-17	5	-1.6	3	90	3	-8	110	-1	-36
CCOc1ccc(C2=CS/C(=C(\C#N)c3nnc4n3CCCCC4)N2CC)cc1	-8	19	0.6	0	54	5	-8	54	.	-26
C(=N\Nc1nnnn1-c1ccccc1)/c1ccncc1	6	.	-0.4	-1	86	8	9	93	-1	-42
COc1ccc(S(=O)(=O)N(CC(C)C)CC(C)C)c2cccnc12	-14	.	-1.1	3	85	17	-7	93	0	-57
COc1ccc(C(C)=O)cc1CSc1nnc(Nc2ccc(C)cc2)s1	7	6	-0.3	1	68	6	-3	71	-9	3
COc1ccc(C(=O)COC(=O)CNC(=O)C2CCCCC2)c(OC)c1	6	-51	-2.0	4	96	32	0	94	-1	-14
Cc1cccc(NC(=S)N/N=C/c2c[nH]c3ccccc23)c1	2	.	-4.4	-4	14	7	-3	15	14	-46
O=C(OCC(=O)N1CCCC1)c1ccccc1OCc1ccccc1	1	-10	-1.6	2	99	4	-9	105	0	-3
COc1ccc(CNC(=O)CCNS(=O)(=O)c2ccc(C)cc2)cc1	-4	14	0.5	0	85	16	-5	95	3	-23
COCCCNC(=O)CCc1nc2cccnc2n1Cc1ccc(OC)cc1	8	-5	-0.2	-1	103	5	2	108	-1	-34
CC1CC(N(C(=O)c2ccco2)c2ccccc2)c2ccccc2N1C(=O)c1ccco1 (stereo not given)	-1	16	-1.9	10	80	13	16	82	-2	-62
O=C(Nc1nnc(-c2cccs2)o1)c1cc(-c2ccccc2)nc2ccccc12	-1	-16	-3.0	3	17	3	16	13	.	-16
CN(C(=O)CSc1ccccc1C(=O)O)C1CCCCC1	-10	-5	-1.4	5	79	14	-5	88	.	-46
Cc1[nH]nc(N=CC2=C(O)CC(c3ccco3)CC2=O)c1-c1ccc(Cl)cc1 (stereo not given)	2	-19	-2.6	3	82	9	1	86	.	-18
CCC(=O)N1CCc2cc(Br)cc(S(=O)(=O)CCC(=O)NCC3CCCO3)c21 (stereo not given)	4	3	-1.8	0	97	21	-3	98	.	-19
Cc1ccc(C)c(-c2nnc(OCC(=O)Nc3cc(C)on3)c3ccccc23)c1	1	-27	-1.1	4	87	5	-9	91	-2	-43
O=C(N=NC(=O)c1ccco1)c1ccc2c(O)n(N3C(=O)c4ccccc4C3=O)c(O)c2c1	-3	29	-1.0	5	93	10	1	93	-1	-34

The closing 2 compounds of the part before lead into the next:
SMILES	GALR2 blocker	E-sel TNF inh	MRP1 act	NPY-Y2 antag	HCT116 bCat-KO	Measles CPE	Yeast life ext	HCT116 PTEN-null	Phagocyt inh	Yeast growth inh
Cc1ccc(C)c(-c2nnc(OCC(=O)Nc3cc(C)on3)c3ccccc23)c1	1	-27	-1.1	4	87	5	-9	91	-2	-43
O=C(N=NC(=O)c1ccco1)c1ccc2c(O)n(N3C(=O)c4ccccc4C3=O)c(O)c2c1	-3	29	-1.0	5	93	10	1	93	-1	-34
CC(=O)Nc1ccc(N(CC(O)Cn2c3ccccc3c3ccccc32)S(=O)(=O)c2ccc(C)cc2)cc1 (stereo not given)	2	.	-3.5	2	43	10	1	31	1	-32
Cc1nnsc1NC(=O)OCc1ccc(C(C)(C)C)cc1	7	.	-1.2	1	20	10	-7	26	.	-19
Cc1ccc2cccc(S(=O)(=O)Nc3c(C)n(C)n(-c4ccccc4)c3=O)c2n1	3	-20	0.1	3	102	3	-8	103	2	-11
Cc1cccc(-c2oc(C)c(C)[n+]2[O-])c1	4	-1	0.3	2	90	8	-3	101	0	-30
COCc1cc(/C=N\NC(=O)c2ccc(Cl)cc2)ccc1OC	8	6	-2.4	3	89	7	-4	88	-5	-21
CCOc1ccccc1NC(=O)C1CCCN(S(=O)(=O)c2cccc3nsnc23)C1 (stereo not given)	4	24	-0.4	-2	72	2	-5	83	-4	16
Cc1nc2cc(CO)ccc2s1	9	.	-0.2	1	102	20	-7	98	0	-22

Screens as filed in PubChem BioAssay.
